CASP6 VEID inh – inhibitors of human caspase-6; P55212; purified caspase-6, Z-VEID-R110 cleavage fluorescence; inhibition, % at 12.5 µM; 350,000 compounds, 0.53% hits; AID 686996;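 active = mean inhibition across replicates at least about 35%, with every replicate also reaching that limit, limit read from the data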;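 note: 0% = median of neutral control wells and 100% = no fluorescence left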
Target sequence (P55212 24-179 limits assumed): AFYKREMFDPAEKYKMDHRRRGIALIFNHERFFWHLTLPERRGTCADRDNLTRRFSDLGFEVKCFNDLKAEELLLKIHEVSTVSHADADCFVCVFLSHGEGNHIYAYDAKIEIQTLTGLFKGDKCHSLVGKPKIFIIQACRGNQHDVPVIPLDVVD
Target sequence (P55212 194-293 limits assumed): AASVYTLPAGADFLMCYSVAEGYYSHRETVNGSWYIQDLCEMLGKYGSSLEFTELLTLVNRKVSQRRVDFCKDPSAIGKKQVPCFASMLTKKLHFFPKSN
GSIS activator – primary screen for activators of insulin secretion dependent on glucose, INS-1E cells, GLuc reporter luminescence. INS-1E GLuc reporter insulin secretion, 2-3 h. activation, % at 16.6 µM. 370,000 compounds, 0.61% hits;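 active = lowest replicate activation of at least 40%, so every replicate reaches that level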;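 note: 0% = median of neutral control wells and 100% = median of IBMX positive control wells; some compounds called inactive have numbers as strong as hits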
RAD54 inh – RAD54 (human) branch migration inhibition; 360,000 compounds, 0.14% hits; AID 602329; RAD54 Holliday junction branch migration, FAM/BHQ fluorescence; Q92698; inhibition, % at 10.4 µM;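 active = mean normalized replicate activity at least 40 and at least half of replicates scoring 40 or more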;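 note: 0% = median of neutral control wells and 100% = median of positive control wells; inhibitors cause a drop in the FAM fluorescence signal; in these data hits start at about 50%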
Xi reactivation – X-chromosome reactivation activator; XiGFP mouse fibroblasts, % GFP-positive cells imaging, 3 d; cells co-treated with 5-aza-dC sensitizer; scaled so ellipticine positive control = 100%; activation, % at 7.58 µM; 360,000 compounds, 0.055% hits; AID 743238;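 active = mean normalized replicate activation at least 10% and every replicate at or above 10%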;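 note: 0% = median of on-plate neutral control wells and 100% = ellipticine 6 µM median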
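material = 68-5-11 XiGFP fibroblast line | medium = DMEM plus 5-aza-dC sensitizer | schedule = 3 days compound exposure | benchmarks = positive control ellipticine, 6 µM final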
E-selectin induc – induces E-selectin expression in human endothelial cells. P16581. HUVEC E-selectin immunofluorescence imaging; normalized: neutral wells 0, TNF-alpha wells 100. activation, % at 7.58 µM. 260,000 compounds, 0.37% hits. AID 686992;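 active = mean E-selectin-positive cell signal at least 10% of the positive control, reached in at least 60% of replicates, without over 20% cell loss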;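 note: in these data hits start at about 27%; measured in HUVEC primary endothelial cells; signal is the percent of cells scored E-selectin positive by PE staining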
Target sequence (P16581 whole entry, looked up): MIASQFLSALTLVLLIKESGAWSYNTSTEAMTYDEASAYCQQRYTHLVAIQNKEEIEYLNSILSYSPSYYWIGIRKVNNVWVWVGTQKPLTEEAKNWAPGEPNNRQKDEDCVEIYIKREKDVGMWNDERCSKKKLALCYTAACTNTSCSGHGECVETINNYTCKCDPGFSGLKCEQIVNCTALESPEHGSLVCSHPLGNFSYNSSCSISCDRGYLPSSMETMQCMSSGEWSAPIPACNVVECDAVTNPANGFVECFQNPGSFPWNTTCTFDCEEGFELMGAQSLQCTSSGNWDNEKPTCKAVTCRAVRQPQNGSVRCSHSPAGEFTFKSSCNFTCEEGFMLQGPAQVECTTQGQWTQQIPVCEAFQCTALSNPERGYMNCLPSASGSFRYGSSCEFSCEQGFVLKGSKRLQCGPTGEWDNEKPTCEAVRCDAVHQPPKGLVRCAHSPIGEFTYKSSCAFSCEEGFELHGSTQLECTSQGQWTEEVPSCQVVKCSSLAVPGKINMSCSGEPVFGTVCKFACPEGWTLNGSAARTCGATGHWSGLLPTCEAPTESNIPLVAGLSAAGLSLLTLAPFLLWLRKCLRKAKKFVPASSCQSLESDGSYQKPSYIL
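Assay system: HUVEC primary endothelial cells. Input: 3,000 HUVEC seeded per well. Doses: one compound dose added by pin transfer. Read-out basis: % PE-positive cells. Benchmarks: TNF-alpha high, DMSO low. Detection: immunofluorescence imaging. Buffer or medium: EGM-2, gelatin.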
F508del corr – CFTR F508del correction in bronchial cells; activity (quench increase), % at 7.58 µM; 350,000 compounds, 0.36% hits; CFBE cells, YFP halide quenching; stimulated with forskolin plus potentiator P3; % fluorescence drop versus neutral controls;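 active = mean added fluorescence quench of at least 8% versus neutral control, with both replicates also reaching 8%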;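 note: cells transiently co-express mutant CFTR-F508del with the halide-sensitive YFP; corrector assay measuring rescue of mutant channel to the surface after 24 h compound exposure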
DENV2 CPE – DENV2-induced cell death inhibition; 350,000 compounds, 1.7% hits; DENV2-infected cells, cytopathic effect rescue, plate reader; CPE inhibition, % at 9.99 µM; in the data active = CPE inhibition above about 20%, passing the limit was not always enough; tested in BHK-21 cells;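 note: 0% = median of neutral control wells and 100% = median of positive control wells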
RAD52 inh – RAD52 (human) annealing inhibition; recombinant RAD52 DNA annealing, FRET fluorescence; inhibition, % at 18.7 µM; 360,000 compounds, 0.46% hits; AID 651710;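 active = every replicate showing at least 50% inhibition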
Starred values were filed as active, the others as inactive; . = no result given; & = joins results of further samples. Not a hit list; any-hit rate near 3.7%.

The line under a structure holds: CASP6 VEID inh, GSIS activator, RAD54 inh, Xi reactivation, E-selectin induc, F508del corr, DENV2 CPE, RAD52 inh
- COc1cc2sc3ccc(-c4ccc(CN5CCOCC5)cc4)cc3c(=O)c2cc1OC
    5.0, 12.7, 7.3, 0.0, -0.3, 5.5, ., 92.7*
- COc1cccc(S(=O)(=O)N[C@H]2C=C[C@@H](CC(=O)NC3CCC3)O[C@H]2CO)c1
    0.5, -3.0, 2.7, 0.9, 0.3, -1.5, 1.5, 5.6
- CC(C)[C@H](NC(=O)c1ccccc1F)C(=O)OCCN1C(=O)c2ccccc2C1=O
    -1.6, -11.4, ., 0.0, 0.5, 2.0, -9.2, -0.3
- CCn1c(=O)c([N+](=O)[O-])c(NCCc2ccc(OC)c(OC)c2)c2ccccc21
    0.5, ., ., 0.8, ., ., 1.0, -6.8
- CCNC(=S)NNC(=O)c1cc(C)nc2ccccc12
    ., 18.4, -3.9, 0.0, 0.1, ., ., .
- CC(=O)N(C)c1ccc(NC(=O)c2ccccc2C(=O)O)cc1
    2.4, -13.9, -28.5, ., ., ., ., 2.0
- Cc1noc(C)c1NC(=O)N(C)C[C@H]1OCCCC[C@@H](C)Oc2ccc(NC(=O)CCC(F)(F)F)cc2C(=O)N([C@H](C)CO)C[C@@H]1C
    -1.0, 16.2, -3.9, -0.7, -0.3, -0.2, 0.5, -3.8
- CCCN(C)C[C@@H]1OCCCC[C@@H](C)Oc2ccc(NC(=O)Nc3ccc(C(F)(F)F)cc3)cc2C(=O)N([C@H](C)CO)C[C@@H]1C
    0.3, 8.2, 3.9, 0.0, -0.1, 0.8, 28.4*, -20.0
- COCC(=O)N1[C@H](C#N)[C@@H](c2ccccc2-c2ccccc2F)[C@H]1CO
    -1.7, 8.2, ., 0.0, 0.1, -2.0, -3.6, 0.3
- COC(=O)C1=C(N)Oc2cc(C)[nH]c(=O)c2C1c1ccccc1OC (configuration not stated)
    -2.1, 5.2, ., 0.0, -1.4, -0.4, 0.1, -19.2
- CC(C)CNC(=O)c1ccccc1NC(=O)CCSc1ccccc1
    4.4, -5.9, -10.5, 0.1, ., -1.1, ., -4.6
- CC(=O)Nc1cccc(OCc2cccc([N+](=O)[O-])c2)c1
    0.3, -8.8, ., 0.0, 0.1, -2.3, -1.6, -8.2
- CCN(CC(=O)Nc1cc(S(=O)(=O)N2CCCCC2)ccc1Cl)Cc1ccccc1
    31.3, 1.0, ., 0.2, 3.5, 4.0, 0.3, -5.5
- CN1CCCC(OC(=O)c2ccccc2Br)C1 (configuration not stated)
    -2.8, 10.0, -9.5, -0.1, 0.0, -1.3, -3.6, -5.2
- Cc1cc(C(F)(F)F)nc(SCCN2CCOCC2)c1C#N
    -3.7, 1.3, -8.5, 0.0, 0.1, 0.5, -0.4, -15.5
- CCN1CCN(CCOc2ccccc2-c2ccccc2)CC1
    -1.9, 34.4, ., 0.1, ., -0.3, 14.2, -1.4
- C[C@@H]1CN([C@@H](C)CO)S(=O)(=O)c2ccc(-c3ccncc3)cc2O[C@@H]1CN(C)Cc1ccc(Oc2ccccc2)cc1
    2.1, -20.9, -3.6, -0.8, 0.2, 6.0, -32.7, -6.6
- CCCCNC(=S)Nc1cc([N+](=O)[O-])ccc1C
    ., -3.5, 7.9, 0.2, 0.4, ., ., .
- CC(C)OC(=O)N(C)C[C@H]1OCc2cnnn2CCCC(=O)N([C@H](C)CO)C[C@H]1C
    0.6&0.5&-1.8, 4.1, -3.6&-1.5&-1.5, 0.0&0.1, 0.0, 1.3&-3.0&2.0, 2.0&5.5&-2.9, 0.2&-0.9&5.6
- CCOc1ccccc1NC(=O)CN1C(=O)COc2ccc(S(=O)(=O)N3CCOCC3)cc21
    -1.2, 5.8, -8.3, 0.0, ., -1.7, 0.6, -10.4

Eight of these compounds in a different format.
| smiles | CASP6 VEID inh | GSIS activator | RAD54 inh | Xi reactivation | E-selectin induc | F508del corr | DENV2 CPE | RAD52 inh |
| --- | --- | --- | --- | --- | --- | --- | --- | --- |
| CCN(CC(=O)Nc1cc(S(=O)(=O)N2CCCCC2)ccc1Cl)Cc1ccccc1 | 31.3 | 1.0 | . | 0.2 | 3.5 | 4.0 | 0.3 | -5.5 |
| CN1CCCC(OC(=O)c2ccccc2Br)C1 (configuration not stated) | -2.8 | 10.0 | -9.5 | -0.1 | 0.0 | -1.3 | -3.6 | -5.2 |
| Cc1cc(C(F)(F)F)nc(SCCN2CCOCC2)c1C#N | -3.7 | 1.3 | -8.5 | 0.0 | 0.1 | 0.5 | -0.4 | -15.5 |
| CCN1CCN(CCOc2ccccc2-c2ccccc2)CC1 | -1.9 | 34.4 | . | 0.1 | . | -0.3 | 14.2 | -1.4 |
| C[C@@H]1CN([C@@H](C)CO)S(=O)(=O)c2ccc(-c3ccncc3)cc2O[C@@H]1CN(C)Cc1ccc(Oc2ccccc2)cc1 | 2.1 | -20.9 | -3.6 | -0.8 | 0.2 | 6.0 | -32.7 | -6.6 |
| CCCCNC(=S)Nc1cc([N+](=O)[O-])ccc1C | . | -3.5 | 7.9 | 0.2 | 0.4 | . | . | . |
| CC(C)OC(=O)N(C)C[C@H]1OCc2cnnn2CCCC(=O)N([C@H](C)CO)C[C@H]1C | 0.6&0.5&-1.8 | 4.1 | -3.6&-1.5&-1.5 | 0.0&0.1 | 0.0 | 1.3&-3.0&2.0 | 2.0&5.5&-2.9 | 0.2&-0.9&5.6 |
| CCOc1ccccc1NC(=O)CN1C(=O)COc2ccc(S(=O)(=O)N3CCOCC3)cc21 | -1.2 | 5.8 | -8.3 | 0.0 | . | -1.7 | 0.6 | -10.4 |

Next entries follow:
The line under a structure holds: CASP6 VEID inh, GSIS activator, RAD54 inh, Xi reactivation, E-selectin induc, F508del corr, DENV2 CPE, RAD52 inh
- NS(=O)(=O)c1ccc(NC(=O)c2cccc(N3C(=O)c4ccccc4C3=O)c2)cc1
    0.1, -27.0, -6.7, 0.1, 2.8, -1.1, 10.3, -15.5
- COc1cc(/C=C2/NC(=O)NC2=O)cc(Br)c1OCc1ccc(C(=O)O)cc1
    31.8, 10.4, ., 0.0, ., 1.5, 0.6, -6.3
- CC(C)(C)OC(=O)N[C@H](C(=O)OC(C)(C)C)c1ccc(C(F)(F)F)cc1
    -2.4, -16.1, -0.4, 0.9, 0.2, 0.3, 9.7, -14.8
- O=C(COC(=O)CSc1ccccc1)NNC(=O)c1ccc([N+](=O)[O-])cc1
    0.9, -8.0, -0.6, 0.2, -1.1, 2.9, -2.8, -16.3
- COc1cc(CN2CCN(CC#Cc3ccccc3)CC2CCO)cc(OC)c1 (configuration not stated)
    -2.7, ., -1.4, 0.0, ., 1.3, -10.8, -15.8
- O=C(C[C@@H]1C=C[C@H](NC(=O)c2ccc3c(c2)OCO3)[C@H](CO)O1)NCc1ccc(Cl)cc1
    0.9, -8.3, 1.4, 0.0, 0.7, 1.1, -4.9, -13.3
- O=C(Nc1ccc(Cl)cc1)N1C[C@H]2[C@@H](c3ccccc31)[C@@H](CO)N2CC1CCCC1
    1.9, -2.9, -6.8, 0.0, 0.1, 4.4, 11.0, 8.8
- COc1ccc(-c2cc(C(=O)N3CCN(c4ccccc4OC)CC3)no2)cc1
    0.5, -18.9, 7.4, -0.1, ., 0.3, -3.7, -5.3
- O=C(COC(=O)C1=COCCO1)Nc1cc(C(F)(F)F)ccc1Cl
    -3.9, -10.4, 3.1, 0.1, -0.7, -3.2, 2.9, -13.1
- CCCNC(=O)C[C@@H]1C[C@@H]2c3cc(NC(=O)c4ccc5c(c4)OCO5)ccc3O[C@@H]2[C@@H](CO)O1
    ., 2.6, 3.8, 0.1, 0.0, -0.1, 1.8, .
- O=C(COC(=O)/C=C/c1cccc(F)c1)Nc1ccccc1-c1ccccc1
    -1.7, 14.1, ., 0.2, 0.6, ., -9.7, -5.8
- C=CCSc1nnc(NC(=O)c2nc(SCC)ncc2Cl)s1
    5.5, -36.1, 2.2, ., ., 0.7, 4.6, -25.7
- CCCNC(=O)C[C@H]1CC[C@H]2[C@@H](COc3ccc(NC(=O)c4ccc(OC)cc4)cc3C(=O)N2C)O1
    ., 1.0, 1.4, 0.3, 0.0, -0.6, 0.1, .
- COc1ccc(C(O)c2ncc(-c3cccc4ccccc34)[nH]2)cc1F (configuration not stated)
    5.0, -19.7, -0.2, -0.1, 0.2, -0.5, -0.3, -8.6
- C[C@@H]1CN([C@H](C)CO)C(=O)c2cc(NC(=O)Nc3ccc(C(F)(F)F)cc3)ccc2O[C@@H](C)CCCCO[C@H]1CN(C)Cc1ccc(C(=O)O)cc1
    0.3, -2.8, -2.6, 0.5, -0.1, 3.3, 17.0, 16.8
- COc1ccc(C(=O)NC2CC2)cc1OC1CCN(C/C=C/c2ccccc2)CC1
    -3.1, -4.1, -1.4, 0.8, -0.1, -0.7, -0.9, -33.5
- COc1cc(NC(=S)N2CCC(C(O)(c3ccccc3)c3ccccc3)CC2)cc(OC)c1
    -0.5, -5.2, 2.5, 0.1, -0.2, 0.7, -4.2, -18.0
- COc1ccccc1C(=O)Nc1ccnn1C1CCN(CCCC2CCCC2)CC1
    -2.8, -16.4, -16.1, 0.1, 0.1, -4.5, 2.2, -20.0
- O=C(NCCNC1CCC(c2ccccc2)CC1)c1ccc(F)cc1 (configuration not stated)
    -1.6, 3.2, 5.2, 0.0, 0.7, -2.4, 9.8, 3.7
- Cc1ccccc1C(=O)Nc1ccccc1C(=O)NCC(C)C
    0.8, ., 5.6, 0.0, 0.1, 0.5, -2.0, -9.4
- O=C(C[C@H]1CC[C@H]2[C@@H](COC[C@@H](O)CN2Cc2nccs2)O1)NCc1ccc(Oc2ccccc2)cc1
    -1.1, -6.7, -0.8, 0.0, 0.1, -1.3, -5.9, -5.3
- Cc1nn(C(C)C(=O)NCCCc2ccccc2)c(=O)c2nn(-c3ccccc3)c(C)c12 (configuration not stated)
    1.7, -37.4, 5.4, 0.0, -0.2, 2.4, 1.5, -8.7
- CCCC(=O)Nc1ccc2c(c1)OC[C@@H](C)N(CC1CCCC1)C[C@H](C)[C@H](OC)CN(C)C2=O
    0.7, 0.4, -10.1, 0.5, -0.2, 1.5, -5.5, 12.0
- COC(=O)CCCCC1SCC2NC(=O)NC21O (configuration not stated)
    0.5, 7.2, ., ., ., -0.7, 2.8, -34.3
- NC(Cc1ccccc1)C(=O)N1CCCCC1 (configuration not stated)
    -2.8, 7.8, -9.1, 0.2, -0.1, -2.0, 7.3, -10.4
- CCN(C(=O)c1cccs1)C1CCS(=O)(=O)C1 (configuration not stated)
    -1.5, 13.5, -2.1, 0.0, ., 2.9, 4.9, -2.6
- Cc1ccc(NC(=O)C2C3CCCC2C3c2ccccc2)cc1 (configuration not stated)
    ., 8.4, -2.0, 0.0, -0.1, ., ., .
- O=C(C[C@H]1C=C[C@H](NC(=O)C2CCC2)[C@@H](CO)O1)NC1CCC1
    11.2, 30.2, -9.6, 0.6, 0.0, -1.8, -9.9, 2.6
- CNS(=O)(=O)c1cccc(C(=O)OCC(=O)N2CCCC2)c1
    1.9, 3.8, 1.7, 0.0, -0.1, -1.6, -3.4, 2.4
- COCCN=C1N[C@@H](c2ccccc2)C(C(=O)OC)=C(C)N1Cc1ccccc1
    -1.2, -8.2, 3.6, 0.0, 0.0, -1.4, -5.1, -32.4
- C[C@H](O)C#Cc1ccc2c(c1)O[C@H](CN(C)C(=O)CN(C)C)[C@H](C)CN([C@@H](C)CO)S2(=O)=O
    -3.3, 24.1, 5.3, -1.0, -0.2, 3.2, -1.8, -13.3
- O=C(C1CCCCC1)N1CC(=O)N2[C@@H](CO)[C@@H](c3ccc(-c4cccnc4)cc3)[C@@H]2C1
    -0.1, -7.9, ., 0.2, 0.6, -0.8, -7.6, -7.7

Screens from PubChem.
